HCV NS3 hel inh = HCV NS3 helicase inhibition; NS3 helicase DNA unwinding, Cy5 molecular beacon fluorescence; inhibition, % at 10.9 µM; hit rate 0.56% among 290,000; AID 1800;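 active means inhibition above the mean of all tested compounds plus 3 SD, set per campaign, cut at about 35% in these data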;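 further: 0% = DMSO wells and 100% = thioflavine S control wells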
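Test system: hepatitis C virus NS3 helicase domain fragment enzyme. Also added: annealed dual-labelled DNA beacon duplex, ATP-started. Timing: 60 min unwinding reaction at 25 °C after ATP addition. Technique: Cy5 fluorescence. Measure: % inhibition of unwinding.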
UBC9 SUMO inh = blocks human SUMOylation mediated by UBC9; HTRF SUMOylation assay, SAE1/SAE2 + UBC9, in vitro; inhibition, % at 35 µM; hit rate 0.36% among 290,000; in the data active means inhibition above about 50%, passing the limit was not always enough; further: strong numbers were not always called active
Target sequence (P63279 whole entry, looked up): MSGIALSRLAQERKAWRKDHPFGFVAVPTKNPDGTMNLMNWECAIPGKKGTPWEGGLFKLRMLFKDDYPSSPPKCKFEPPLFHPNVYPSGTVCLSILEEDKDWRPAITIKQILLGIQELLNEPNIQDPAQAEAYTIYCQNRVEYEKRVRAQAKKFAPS
pCIP destab = lowers stability of the mouse p/CIP coactivator protein. hit rate 0.01% among 290,000. decrease of EGFP signal, % at 10 µM. AID 1984. F442A p/CIP-EGFP cells, EGFP fluorescence, 16 h;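 active means EGFP signal decrease of at least 30% at 10 µM or well 3 SD below plate mean, unless failing retest; inactive means the rest, including hits failing retest or dose response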; further: some compounds called inactive have numbers as strong as hits; many of its hits are not listed in these tables
IMP-1 inh = inhibitors of Pseudomonas aeruginosa IMP-1 metallo-beta-lactamase. purified IMP-1, nitrocefin hydrolysis, epi-absorbance fluorescence. inhibition, % at 5.6 µM. hit rate 0.45% among 290,000. AID 1556;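 active means inhibition above the mean plus 3 SD of all compounds in the same screening run, cut at about 4.5% in these data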;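 further: 0% = IMP-1 with DMSO and 100% = DMSO wells lacking enzyme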
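Test system: recombinant IMP-1 enzyme, purified / Medium: HEPES buffer pH 7.1 with ZnSO4 and Brij 35 / Doses: single dose, 5.6 µM / Times: 25 °C, 15 min preincubation, 25 min reaction / Detection: Epi-absorbance via hydrolysed-nitrocefin quenching of white-plate fluorescence, 480/530 nm, EDTA stop / Evaluation: percent inhibition from optical density relative to buffer-blank wells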
CRFBP-R2 block = CRF-BP/CRF-R2 complex antagonism | HEK293 CRF-R2/CRF-BP, CRF-induced calcium fluorescence | inhibition, % at 11.8 µM | hit rate 0.59% among 350,000 | AID 588475;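 active means inhibition of the ligand-induced calcium signal above about 50% at the single tested concentration, limit read from the data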
VIM-2 inhibitor = blocks Pseudomonas aeruginosa VIM-2 metallo-beta-lactamase; AID 1527; hit rate 0.89% among 290,000; inhibition, % at 5.6 µM; purified VIM-2, nitrocefin hydrolysis, epi-absorbance fluorescence;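 active means inhibition above the mean of all tested compounds plus 3 SD, cutoff set per screening run, cut at about 7.5% in these data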;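 further: red hydrolysis product quenches plate fluorescence so inhibitors raise well fluorescence; 0% = enzyme with DMSO and 100% = DMSO without enzyme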
IDE inh = inhibits human insulin-degrading enzyme in HEK cells; FAbetaB cleavage, fluorescence polarization; hit rate 0.41% among 320,000; inhibition, % at 5.59 µM; P14735;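 active means percent inhibition above the average of all tested compounds plus 3 SD, set per screening campaign, cut at about 16% in these data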;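 further: IDE supplied by intact live HEK cells; FP after avidin binding of uncleaved biotin substrate so inhibition keeps polarization high; 0% = DMSO wells and 100% = 60 µM reference IDE inhibitor Ii1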
GalR3 antag = blocks the human galanin receptor 3; HEK293 GalR3-CNG cAMP membrane potential fluorescence; galR3 body fused to GalR1 C-terminus; inhibition, % at 3 µM; O60755; AID 651719; hit rate 0.44% among 360,000;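 active means inhibition above the screen-wide average plus 3 SD, cut at about 13% in these data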;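 further: forskolin and galanin both at EC90 stimulate the cells; cAMP rise reported by CNG channel membrane potential dye signal; 0% = forskolin plus galanin with DMSO and 100% = forskolin alone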
Target sequence (O60755 1-299 limits assumed): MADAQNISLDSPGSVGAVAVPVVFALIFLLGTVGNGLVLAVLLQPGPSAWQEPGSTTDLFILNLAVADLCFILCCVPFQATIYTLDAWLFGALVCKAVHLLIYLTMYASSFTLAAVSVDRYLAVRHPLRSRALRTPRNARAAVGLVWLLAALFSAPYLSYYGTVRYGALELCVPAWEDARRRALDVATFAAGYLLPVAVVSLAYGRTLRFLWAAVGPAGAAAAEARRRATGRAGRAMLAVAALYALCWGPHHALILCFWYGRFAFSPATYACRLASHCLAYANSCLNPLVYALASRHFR
IDE cell activ = activators of human insulin-degrading enzyme in cells. HEK cells, FAbeta-B cleavage, fluorescence polarization; 0% vehicle, 100% cell-free pure enzyme wells. activation, % at 5.96 µM. hit rate 0.073% among 340,000. AID 493087;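 active means activation above the mean of all tested compounds plus 3 SD, set per screening campaign, cut at about 17% in these data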
Numbers without * were called inactive; / = no result given; & = joins results of further samples. An unsorted share of the library; 3.2% or so of the library scored in one or more.

Under each structure: HCV NS3 hel inh	UBC9 SUMO inh	pCIP destab	IMP-1 inh	CRFBP-R2 block	VIM-2 inhibitor	IDE inh	GalR3 antag	IDE cell activ
1	Cc1oc(C(=O)O)cc1CSCc1ccoc1C(=O)O
    -1	-2	-11	-2.7	-5	0.3	3	2	5
2	COc1cccc(-n2ccnc2SCC(=O)N2CCCc3ccccc32)c1
    -12	-2	2	-3.2	-12	-1.2	12	-5	5
3	CC(=O)c1ccccc1NC(=O)COC(=O)c1cc(C)oc1C
    /	/	/	/	3	/	1	-4	0
4	COc1ccc(S(=O)(=O)N2CCC(C(N)=O)(N3CCCCC3)CC2)cc1
    -4	-1	8	-1.6	2	-0.8	0	/	4
5	CCOC(=O)N1CCN(C(=O)CSc2nnc(C3COc4ccccc4O3)o2)CC1 (stereo unspecified)
    3	4	-5	-3.1	-14	-2.2	-1	0	8
6	O=C(N/N=C/c1cccc(Br)c1)c1ccc(N2CCCC2=O)cc1
    2	8	-2	-3.5	17	-2.0	-2	-7	3
7	O=[n+]1c2c(n([O-])c3cc(F)c(N4CCCC4)cc31)CCCC2
    8	43	-2	-1.5	-20	0.5	-5	0	1
8	O=C1C=C(Nc2ccc(O)cc2)C(=O)c2ccccc21
    2	-11	3	-2.6	18	1.6	-2	-5	9
9	CCOC(=O)C1=C(CSc2nccn2C)NC(=O)NC1c1cc(C)ccc1C (stereo unspecified)
    -2	-6	2	-2.4	-26	-3.1	-1	-6	5
10	CC(NC(=O)c1cccc(C(F)(F)F)c1)C(c1ccccc1)N1CCOCC1 (stereo unspecified)
    3	-6	-5	-2.3	-1	-3.9	-6	-5	3
11	CN(C)S(=O)(=O)c1ccc2[nH]cc(/C=C/c3nc4ccccc4c(=O)n3-c3ccccc3)c2c1
    9	39	-13	-1.7	-29	-2.4	5	-2	3
12	Cc1ccc2c(c1)NC(=O)C(CC(=O)NCCN(CC(C)C)CC(C)C)O2 (stereo unspecified)
    -2	-17	12	-3.1	-9	-3.3	3	-1	10
13	COc1ccc(C(CC(=O)NCc2ccccc2)Sc2n[nH]c(-c3ccc(Cl)cc3)n2)cc1 (stereo unspecified)
    8	23	0	-3.5	10	-0.7	-3	3	2
14	COc1ccc(-c2cn(-c3ccc(Cl)cc3)c3[n+]2CCCCC3)cc1
    5	6	-26	-1.4	-11	-0.7	-3	-3	3
15	Cc1ccc(C(=O)OCC(=O)Nc2ncc(C(F)(F)F)cc2Cl)cc1NC(=O)c1ccco1
    17	16	0	-3.4	-20	-2.1	6	1	6
16	Cc1sc2ncnc(Oc3ccc(-n4ccnc4)cc3)c2c1C
    -7	19	-5	-2.1	38	74*	1	-5	-6
17	O=C(c1ccc(F)cc1)N1CCC(c2ccccc2)C1 (stereo unspecified)
    -1	-1	-5	-1.9	4	-0.3	0	-3	2
18	CCc1ccc(CN(C)C(=O)CCc2nc3ccccc3n(-c3ccc(OC)cc3)c2=O)cc1
    5	-6	-10	0.9	3	1.8	-1	-1	0
19	Cc1ccc(-c2cc(C(=O)O)c3ccccc3n2)c(C)c1
    3	4	-20	-1.8	12	-0.9	-1	-7	2
20	COC(=O)COc1ccc(S(=O)(=O)NCc2cccnc2)cc1
    -2	13	-10	-0.3	-6	-1.1	0	-2	-3
21	COc1ccccc1C(=O)NC(=Nc1nc2ccccc2o1)NC(=O)c1ccccc1OC
    9	-3	8	-2.5	-7	-3.9	-5	-3	-1&2
22	COc1ccc(-c2noc(N3CCC(C(=O)Nc4ccccc4Cl)CC3)n2)cc1
    15	4	-8	-0.7	16	-3.4	-1	/	-2
23	Cc1cc2c(c(=O)n1Cc1cccnc1)C(c1ccc(F)cc1)C(C#N)=C(N)O2 (stereo unspecified)
    1	6	-14	-1.9	3	1.0	3	-5	-3
24	OCCN1CCOCCN(CCO)CCN(CCO)CC1
    6	-14	1	-3.2	38	-5.1	2	-3	0
25	COc1ccc(S(=O)(=O)N(C)C)cc1NCC(=O)Nc1cccc2ccccc12
    /	/	/	/	2	/	7	-7	3
26	CS(=O)(=O)c1ccc(C(=O)OCC(=O)NC(=O)C2CCCCC2)cc1[N+](=O)[O-]
    2	-13	9	-2.7	13	-4.5	1	-14	-1
27	Cc1cc(NCCO)nc(N2CCOCC2)n1
    -1	1	0	-1.0	-11	-0.3	1	-6	-4
28	O=C(O)c1cccc(NC(=O)c2cn(-c3ccccc3)nc2-c2ccncc2)c1
    -4	10	-4	-2.7	3	-0.9	1	-2	0
29	COc1ccc(CNC(=O)CN(Cc2cccs2)C(=O)CCC(=O)Nc2ccccn2)cc1
    -7	-4	8	-3.1	-2	-1.7	2	-1	2
30	O=c1c2cc(F)ccc2[nH]c(=S)n1CCCN1CCOCC1
    -1	15	2	-3.5	5	-1.8	7	-1	1
31	COc1ccccc1/C=C/C=C(\C#N)C(=O)NC(C)c1ccccc1 (stereo unspecified)
    -12	8	-1	-2.7	-1	-1.8	-4	-8	4
32	COc1ccc(OC)c(NC(=O)CN(C)S(=O)(=O)c2ccc(Cl)cc2)c1
    6	-4	20	-3.2	-1	-2.2	6	-2	-1
33	CC(C)(C)NC(=O)NC(=O)COC(=O)c1cc(=O)[nH]c2ccccc12
    1	-2	4	-2.3	-2	-2.3	-1	0	4
34	CCn1nc(C)c(CN2CCCC(CO)(Cc3cccc(Cl)c3)C2)c1C (stereo unspecified)
    -4	-7	1	-2.2	-9	-4.4	0	-4	0
35	COCCNC(=O)CCCn1c(=O)c2ccccc2n(Cc2cccc([N+](=O)[O-])c2)c1=O
    -2	9	7	-2.4	6	-2.0	4	-3	1
36	Cc1cc(C)n2nc(SCCOc3ccccc3)nc2n1
    3	-1	-4	-3.3	6	-1.5	2	6	1
37	CC(C)Cc1nc(Nc2ccccc2C#N)c2nnn(Cc3ccccc3)c2n1
    -18	-9	4	0.8	-21	-0.4	-16	-11	2
38	CC(C)Nc1nc(NNc2nc(Cl)nc(NC(C)(C)C)n2)nc(NC(C)C)n1
    0	13	-9	-3.0	-11	-5.6	4	-3	/
39	CN(C)c1ccc(/C=C/C(=O)c2ccc3c(c2)OCO3)cc1
    /	/	/	/	-88	/	73*	-6	-97
40	CCC1CN(C(=O)NCc2ccc(F)cc2)c2ccccc2O1 (stereo unspecified)
    2	10	-13	-3.7	23	-3.5	/	-10	3
41	O=S(=O)(Nc1nc2ccccc2s1)c1ccc(Cl)nc1
    32	1	2	0.7	12	3.2	0	6	9
42	Cc1ccc(S(=O)(=O)N2CCCC2)cc1C(=O)NCCN1CCOCC1
    11	-2	-14	-4.0	-14	-3.9	5	-2	-1
43	O=C(c1cc2cc(F)ccc2[nH]1)N(Cc1cccnc1)CC1CCCN(C2CCCCC2)C1 (stereo unspecified)
    -23	/	0	-1.3	-5	-1.1	-1	-5	1
44	Cc1c2cnn(-c3ccccc3)c(=O)c2c(C)n1CCCC(=O)N1CCN(C)CC1
    -2	4	4	-1.4	-10	2.0	9	/	-1
45	COc1cc(Cl)cc(NC(=O)CCN2CCN(C)CC2)c1
    -7	-9	4	-3.0	4	-3.0	6	-2	4
46	CCCCn1c(SCC(=O)Nc2ccc(C)c(S(=O)(=O)N3CCOCC3)c2)nnc1C(CC)N(C)C (stereo unspecified)
    /	/	/	/	7	/	4	-3	5
47	CCC(CC)=NNc1ccc([N+](=O)[O-])cc1[N+](=O)[O-]
    -3	1	4	-0.6	9	-0.2	-1	-6	6
48	CN(Cc1ccccc1)S(=O)(=O)c1cc2c3c(c1)CCN3C(=O)CC2
    /	/	/	/	-3	/	3	-2	8
49	Clc1ccccc1/C=C/c1nc(-c2cccnc2)no1
    0	-17	0	0.0	1	-1.5	1	-7	3
50	c1ccc2c(c1)NC(CN1CCOCC1)CO2 (stereo unspecified)
    -3	8	-24	1.8	-5	2.0	-3	0	-2

Next part
Under each structure: HCV NS3 hel inh	UBC9 SUMO inh	pCIP destab	IMP-1 inh	CRFBP-R2 block	VIM-2 inhibitor	IDE inh	GalR3 antag	IDE cell activ
51	CCCOc1ccc(NC(=O)C2CC(=O)N/C(=N/N=C(C)/C=C/c3ccc(N(C)C)cc3)S2)cc1 (stereo unspecified)
    9	-37	-3	-5.7	-21	-5.0	9	-5	-6
52	CC(=O)N1CCN(C(=O)COC(=O)COc2ccc(C#N)cc2)CC1
    /	/	/	/	-10	/	-2	-2	2
53	CN1CCN(S(=O)(=O)c2ccc3c4c(cccc24)C(=O)N3)CC1
    3	7	-15	-0.7	9	4.0	3	4	3
54	CC1=NN(C(N)=S)C(=O)C1N=Nc1ccc([N+](=O)[O-])cc1 (stereo unspecified)
    -9	-22	2	-9.5	23	-5.9	-3	/	1
55	COc1ccc(CNC(=O)[C@@H](NC(=O)C2CCN(C(=O)[C@@H]3CCCN3C(=O)OC(C)(C)C)CC2)C(C)C)cc1
    -19	6	-6	-2.2	-9	-1.0	4	-6	7
56	C=CCC(C(=O)OC)(C(=O)OC)c1ccc(C(F)(F)F)cc1[N+](=O)[O-]
    12	2	-9	-0.3	8	-2.1	3	-4	0
57	Cc1ccc(SCCCCN2CCOCC2)cc1
    -11	-17	-4	-2.0	-1	0.4	2	-4	2
58	Cc1cc(C(=O)Nc2nccs2)c2cc(F)ccc2n1
    -5	7	-13	-5.5	-1	-4.1	8	2	0
59	CCN(CC)C(=S)NC(=O)c1cc(OC)c(OC)c(OC)c1
    1	1	11	-1.9	-43	-2.3	-7	-3	8
60	COc1cc(NS(=O)(=O)c2ccc(NC(=O)c3ccc(S(=O)(=O)N4CCCCC4)cc3)cc2)ncn1
    -7	9	-3	-1.9	16	-3.1	0	0	3

Screening data as filed in PubChem BioAssay.
